Screens from PubChem.
GluA2 TARP mod – modulates AMPAR-stargazin complexes | O88602+P19491 | HEK293 GluA2+stargazin, membrane potential dye (FDSS), glutamate EC50; hits were called plate by plate, in both directions | calls only at 30 µM | actives 3.5% (n = 40,000) | AID 1259245;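 active = any of four per-well response measures lying three or more SD from its plate-wide compound average, in either direction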
Target sequence (O88602 whole entry, looked up): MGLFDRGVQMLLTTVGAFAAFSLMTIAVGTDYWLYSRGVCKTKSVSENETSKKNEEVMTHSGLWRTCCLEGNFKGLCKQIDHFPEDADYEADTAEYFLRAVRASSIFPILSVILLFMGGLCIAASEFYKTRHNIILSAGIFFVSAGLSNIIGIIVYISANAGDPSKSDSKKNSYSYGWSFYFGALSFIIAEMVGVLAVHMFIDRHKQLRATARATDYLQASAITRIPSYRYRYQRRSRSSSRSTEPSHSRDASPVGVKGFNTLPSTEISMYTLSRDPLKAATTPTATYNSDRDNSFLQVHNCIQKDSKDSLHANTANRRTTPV
Target sequence (P19491 whole entry, looked up): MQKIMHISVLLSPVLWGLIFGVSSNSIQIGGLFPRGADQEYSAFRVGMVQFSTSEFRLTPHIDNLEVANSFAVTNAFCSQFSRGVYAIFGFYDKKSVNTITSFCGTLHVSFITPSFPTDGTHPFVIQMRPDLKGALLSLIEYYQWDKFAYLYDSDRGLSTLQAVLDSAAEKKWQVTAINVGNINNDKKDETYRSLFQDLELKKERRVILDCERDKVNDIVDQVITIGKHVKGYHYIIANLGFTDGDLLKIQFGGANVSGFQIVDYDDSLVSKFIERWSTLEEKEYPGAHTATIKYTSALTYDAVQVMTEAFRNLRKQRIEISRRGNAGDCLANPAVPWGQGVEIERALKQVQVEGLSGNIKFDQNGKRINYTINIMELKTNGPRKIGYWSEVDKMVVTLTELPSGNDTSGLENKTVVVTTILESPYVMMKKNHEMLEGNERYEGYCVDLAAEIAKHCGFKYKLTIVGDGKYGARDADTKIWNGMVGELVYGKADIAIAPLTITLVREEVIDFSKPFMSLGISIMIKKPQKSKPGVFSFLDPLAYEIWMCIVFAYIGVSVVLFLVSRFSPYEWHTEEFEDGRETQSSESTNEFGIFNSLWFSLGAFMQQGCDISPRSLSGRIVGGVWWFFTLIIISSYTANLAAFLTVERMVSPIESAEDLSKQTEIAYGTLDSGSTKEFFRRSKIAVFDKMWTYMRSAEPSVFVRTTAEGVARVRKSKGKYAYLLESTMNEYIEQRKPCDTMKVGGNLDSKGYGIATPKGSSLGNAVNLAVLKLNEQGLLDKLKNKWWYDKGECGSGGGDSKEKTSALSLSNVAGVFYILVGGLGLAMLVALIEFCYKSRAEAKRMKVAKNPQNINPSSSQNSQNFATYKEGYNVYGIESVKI
GluA2 TARP mod agonism max-min – second read-out of GluA2 TARP mod, no call of its own (marks repeat the call); compound max-min signal; compound-alone response (agonism);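 unitless range of fluorescence divided by baseline over first 100 seconds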
GluA2 TARP mod glutamate slope – second read-out of GluA2 TARP mod, no call of its own (marks repeat the call); glutamate slope, % of max; measured here: glutamate response slope, % max;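 scaled per plate between vehicle wells and maximal 1 mM glutamate control wells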
Starred values were filed as active, the others as inactive; i = inactive; + = active, no number; & = joins results of further samples. These rows are one share of the data. The share of hits here may be higher or lower than overall.

SMILES	GluA2 TARP mod	GluA2 TARP mod agonism max-min	GluA2 TARP mod glutamate slope
CCOc1ccc(NC(=O)c2ccc(CNS(=O)(=O)c3cccc(Cl)c3)cc2)cc1	i	0.1	60
COc1ccccc1CNC(=O)C(=O)NCCC1CCCCN1S(=O)(=O)c1cccs1 (configuration not stated)	i	0.056	71
CN1CCN(n2c3c(c(SCC(=O)Nc4cccc([N+](=O)[O-])c4)nc2=O)CCC3)CC1	i	0.16	53
CCn1nnc2c(N3CCN(CC(=O)Nc4cc(C)cc(C)c4)CC3)ncnc21	i	0.034	43
COCCNC(=O)C(=O)c1cn(CC(=O)N2CCCCC2)c2ccccc12	i	0.097	62
COc1cc(OC)cc(C(=O)Nc2nnc(-c3ccc(Br)s3)o2)c1	+	0.18*	52*
O=C(CSc1nc(=O)n(CC2CCCO2)c2c1CCCC2)Nc1ccc(F)cc1F (configuration not stated)	+	0.029*	61*
COc1cc(C)c(S(=O)(=O)N2CCN(c3ccc(C)cc3C)CC2)cc1C	i	0.051	49
COc1cccc(NC(=O)Cn2cc(-c3nnc(-c4ccco4)o3)c3ccccc32)c1	i	0.1	63
COCCNC(=O)C(=O)Nc1ccc(N2CCCCS2(=O)=O)cc1	i	0.098	70
COc1cc(C)c(C)cc1S(=O)(=O)NCC1CCN(C(=O)c2snnc2C)CC1	i	0.067	40
Cc1cc(-c2nnc(SCC(=O)Nc3cccc(C(F)(F)F)c3)o2)c(C)o1	i	0.15	57
Cc1cc(NC(=O)CSc2nnnn2-c2ccc(C(C)C)cc2)no1	i	0.073&0.039	47&93
COc1ccc(OC)c(S(=O)(=O)Nc2ccc(CC(=O)NCc3cccs3)cc2)c1	i	0.062	22
CCOc1ccc(S(=O)(=O)N2CCN(Cc3nc(-c4ccco4)cs3)CC2)cc1	i	0.13	47
COc1ccc(S(=O)(=O)c2c(C)cc(C)n(CC(=O)Nc3ccccc3OC)c2=O)cc1	i	0.067	71
O=C(NCCOc1ccc(-c2ccc(F)cc2)nn1)c1ccco1	i	0.064	69
O=c1c2[nH]c3ccccc3c2ncn1Cc1ccccc1	i	0.12	68
COc1ccc2nc(-c3ccc(OC)c(NC(=O)CC4CCCC4)c3)cn2n1	i	0.058	28
O=C(NCCc1cn2c(n1)SCC2)C(=O)Nc1ccc2c(c1)OCCO2	i	0.048	51
Cc1cc(N2CCOCC2)nc(SCC(=O)Nc2ccc(Cl)cc2Cl)n1	i	0.086	50
COc1ccc(S(=O)(=O)NCCc2csc(-c3ccccc3)n2)cc1F	i	0.13	60
CC(C)(C)C(=O)NCC(O)(c1ccccc1)C(F)(F)F (configuration not stated)	i	0.11	55
COCC(C)(O)CNC(=O)COc1ccc(Cl)cc1 (configuration not stated)	i	0.076	61
O=C(Nc1ccc(N2CCCCS2(=O)=O)cc1)c1ccc(Cl)c([N+](=O)[O-])c1	i	0.093	68
COc1ccc(S(=O)(=O)N2CCN(c3ccc(Nc4ccccn4)nn3)CC2)cc1	i	0.19	44
COC(=O)c1ccc(-c2csc(NC(=O)C3CCCN(S(C)(=O)=O)C3)n2)cc1 (configuration not stated)	i	0.086	43
CCOC(=O)C1CCCN(C(=O)c2cc3c(=O)n(C)c(=O)n(C)c3s2)C1 (configuration not stated)	i	0.1	44
Cn1c(=O)[nH]c(=O)c2c1nc(N1CCN(CC(N)=O)CC1)n2C/C=C/c1ccccc1	i	0.092	24
O=C(NCC(c1ccc(F)cc1)N1CCOCC1)C1CCCCC1 (configuration not stated)	+	0.065*	45*
O=C(NCc1ccccc1)C1CC(=O)N(CCN2CCN(S(=O)(=O)c3ccccc3)CC2)C1 (configuration not stated)	i	0.066	82
Cc1ccc(S(=O)(=O)N2CCN(c3cccc(C)c3C)CC2)cc1	i	0.12	59
CC(C)S(=O)(=O)c1ccc(C(=O)Nc2ccccc2C#N)cc1	i	0.1	63
CC(C)c1cc(=O)[nH]c(-n2nc(-c3ccco3)cc2NC(=O)c2cc3ccccc3o2)n1	i	0.11	54
Cc1cc(Cl)ccc1OCC(O)CN1CCCCC1C (configuration not stated)	i	0.064	62
O=C1N(CCOc2ccccc2)c2ccccc2C12OCCCO2	i	0.029	44
Cc1ccc(CNC(=O)Cc2csc(NC(=O)c3ccc(=O)[nH]c3)n2)cc1	i	0.08	35
O=C(Nn1cnc2c(cnn2-c2ccccc2)c1=O)c1ccc(Cl)c([N+](=O)[O-])c1	i	0.066	64
COc1ccc(Cl)cc1NC(=O)C(=O)NCC(c1cccn1C)N1CCOCC1 (configuration not stated)	i	0.077	50
Cc1nn(-c2ccccc2)c2ncc(C(=O)Nc3ccc(Br)cc3)c(Cl)c12	i	0.078	55

15 entries already listed, sorted by length of the SMILES, falling:
SMILES	GluA2 TARP mod	GluA2 TARP mod agonism max-min	GluA2 TARP mod glutamate slope
CC(C)c1cc(=O)[nH]c(-n2nc(-c3ccco3)cc2NC(=O)c2cc3ccccc3o2)n1	i	0.11	54
Cn1c(=O)[nH]c(=O)c2c1nc(N1CCN(CC(N)=O)CC1)n2C/C=C/c1ccccc1	i	0.092	24
O=C(NCc1ccccc1)C1CC(=O)N(CCN2CCN(S(=O)(=O)c3ccccc3)CC2)C1 (configuration not stated)	i	0.066	82
O=C(Nc1ccc(N2CCCCS2(=O)=O)cc1)c1ccc(Cl)c([N+](=O)[O-])c1	i	0.093	68
COC(=O)c1ccc(-c2csc(NC(=O)C3CCCN(S(C)(=O)=O)C3)n2)cc1 (configuration not stated)	i	0.086	43
COc1ccc(S(=O)(=O)N2CCN(c3ccc(Nc4ccccn4)nn3)CC2)cc1	i	0.19	44
Cc1ccc(CNC(=O)Cc2csc(NC(=O)c3ccc(=O)[nH]c3)n2)cc1	i	0.08	35
COc1ccc(Cl)cc1NC(=O)C(=O)NCC(c1cccn1C)N1CCOCC1 (configuration not stated)	i	0.077	50
COc1ccc(S(=O)(=O)NCCc2csc(-c3ccccc3)n2)cc1F	i	0.13	60
Cc1ccc(S(=O)(=O)N2CCN(c3cccc(C)c3C)CC2)cc1	i	0.12	59
CC(C)S(=O)(=O)c1ccc(C(=O)Nc2ccccc2C#N)cc1	i	0.1	63
O=C(NCC(c1ccc(F)cc1)N1CCOCC1)C1CCCCC1 (configuration not stated)	+	0.065*	45*
O=C1N(CCOc2ccccc2)c2ccccc2C12OCCCO2	i	0.029	44
COCC(C)(O)CNC(=O)COc1ccc(Cl)cc1 (configuration not stated)	i	0.076	61
Cc1cc(Cl)ccc1OCC(O)CN1CCCCC1C (configuration not stated)	i	0.064	62

Additional records.
SMILES	GluA2 TARP mod	GluA2 TARP mod agonism max-min	GluA2 TARP mod glutamate slope
CCc1nc2sc(C(c3ccccc3Cl)N3CCN(Cc4ccccc4)CC3)c(O)n2n1 (configuration not stated)	i	0.085	17
CC1CCc2c(sc(NC(=O)c3ccc(S(=O)(=O)C(C)C)cc3)c2C#N)C1 (configuration not stated)	i	0.092	60
O=C(Nc1onc2c1CCCC2)c1csc(-c2cnccn2)n1	i	0.2	79
CCOC(=O)N1CCN(C(=O)CN2CCC(Cn3cnc4ccccc43)CC2)CC1	i	0.1	44
O=C(Nc1ccc(F)c(F)c1)c1csc(NS(=O)(=O)c2cccs2)n1	i	0.086	47
O=C(NCCn1ncc2c(N3CCN(c4ccccc4)CC3)ncnc21)c1ccccc1F	i	0.027	59
CC(C)(C)C(=O)NCCc1csc(-c2ccc(C(F)(F)F)cc2)n1	i	0.041	49
O=S(=O)(Oc1ccc(Cl)c2cccnc12)N1CCOCC1	i	0.15	52
COc1ccc(NC(=O)CN2CCN(S(=O)(=O)c3ccc(F)cc3)CC2)cc1	i	0.11	72
COc1ccc(S(=O)(=O)N(C)CCCC(=O)O)cc1N(C)S(=O)(=O)c1ccc(C)cc1	i	0.094	58
COC(CNS(=O)(=O)CCNC(=O)c1ccccc1)OC	i	0.1	63
CC(C)(C)n1ncc2c(=O)n(NC(=O)C(=O)c3c[nH]c4ccccc34)cnc21	i	0.032	45
Cn1nc(CNC(=O)c2ccc(Cl)s2)c2ccccc2c1=O	i	0.16	52
CCN1CCc2c(sc(NC(=O)C(C)(C)C)c2-c2nc3ccccc3s2)C1	i	0.072	19
CC(C)N1CCc2c(sc(NC(=O)COc3ccccc3)c2-c2nc3ccccc3s2)C1	i	0.13	71
COCCn1c(N2CCN(Cc3ccc(C)cc3)CC2)nc2c1c(=O)[nH]c(=O)n2C	i	0.095	4
O=C(Nn1cnc2c(cnn2-c2ccccc2)c1=O)c1ccc(Br)o1	i	0.079	71
CC(=O)Nc1ccc(S(=O)(=O)Nc2ccc3c(c2)C(=O)N(C)CCO3)cc1	i	0.059	11
CN(C)CCNC(=O)C(=O)c1c[nH]c2ccccc12	i	0.11	66
O=C(C1CCCC1)N(CC1CCCO1)c1nc2ccccc2s1 (configuration not stated)	i	0.094	53
COc1ccc(CC(=O)Nc2ccc3c(c2)CCCN3S(C)(=O)=O)cc1	i	0.12	55
COC(=O)N1CCC(CNC(=O)CC2CCCC2)CC1	i	0.086	70
CN(C1CCCC1)S(=O)(=O)c1ccc(C(=O)Nc2cccc(Br)c2)cc1	i	0.069	48
Cc1ccc(C(CNC(=O)c2c(F)cccc2Cl)N2CCOCC2)cc1 (configuration not stated)	i	0.072	60
CCn1c(N2CCCC2)nc2c1c(=O)n(Cc1ccc(Cl)cc1)c(=O)n2C	i	0.13	55
CN(C)c1cccc(C(=O)NCC2CCN(C(=O)c3ccccc3F)CC2)c1	i	0.046	63
COc1ccc(F)cc1S(=O)(=O)N1CCN(Cc2nc(C(C)(C)C)cs2)CC1	i	0.15	62
Cc1cc(C(=O)Nc2ccc(-n3nnn(CC(N)=O)c3=O)cc2)no1	i	0.14	79
O=C(c1ccccc1C(F)(F)F)N1CCN(c2ccc(Nc3ccccn3)nn2)CC1	i	0.31	42
COc1nn(C)cc1-c1nnc(SCC(=O)N2CCC(Cc3ccccc3)CC2)n1C	i	0.076	52
Cc1cc(C(=O)NCC(c2ccc(F)cc2)N(C)C)ccc1[N+](=O)[O-] (configuration not stated)	i	0.1	62
O=C1c2cccc3cccc(c23)C(=O)N1CCc1ccc(S(=O)(=O)N2CCOCC2)cc1	i	0.1	71
COc1cccc(NC(=O)CSc2nccnc2N2CCN(c3ccc(F)cc3)CC2)c1	i	0.053	39
CCOc1ccc(NC(=O)c2ccc(CNS(=O)(=O)c3cccc(OC)c3)cc2)cc1	i	0.083	53
COc1ccc(NC(=O)c2ccc(Cl)c(N3C(=O)CCS3(=O)=O)c2)c(OC)c1	i	0.099	46
O=C(CN1C(=O)c2ccccc2S1(=O)=O)N1CCC2(CC1)OCCO2	i	0.082	47
CC(C)c1ccc(CNC(=O)Cc2nnc(-c3ccccn3)o2)cc1	i	0.11	63
CCOc1ccc(OCC(=O)Nc2cc(C(=O)N3CCOCC3)cn(C)c2=O)cc1	i	0.071	53
Cc1cc(C)nc(SCc2c(C(=O)NCC(C)C)nnn2-c2ccccc2)n1	i	0.04	43
Cc1ccc(S(=O)(=O)N(C)c2ccc(C(=O)NC(C)C)cc2)cc1	i	0.14	51

Entries of single compounds, quoted from the list.
CC(C)c1ccc(CNC(=O)Cc2nnc(-c3ccccn3)o2)cc1 is entered as GluA2 TARP mod: i; GluA2 TARP mod agonism max-min: 0.11; GluA2 TARP mod glutamate slope: 63
Cc1cc(C(=O)NCC(c2ccc(F)cc2)N(C)C)ccc1[N+](=O)[O-] (configuration not stated) is entered as GluA2 TARP mod: i; GluA2 TARP mod agonism max-min: 0.1; GluA2 TARP mod glutamate slope: 62

New compounds follow
SMILES	GluA2 TARP mod	GluA2 TARP mod agonism max-min	GluA2 TARP mod glutamate slope
COC(=O)c1c(NC(=O)Cc2ccc(F)cc2)sc2c1CCN(C(C)C)C2	+	0.13*	64*
COc1cn(CC(=O)Nc2c(C)cc(C)cc2C)c(CSc2nnc(C)s2)cc1=O	i	0.057	41
Cc1nnc(-c2cn(CC(=O)NCc3ccco3)c3ccccc23)o1	i	0.076	57
COc1ccc(OC)c2sc(N(CCN3CCOCC3)C(=O)c3ccc(C#N)cc3)nc12	i	0.24	69
CN(C)S(=O)(=O)c1ccc(C(=O)NCC(O)(c2ccco2)C2CC2)cc1 (configuration not stated)	i	0.11	65
CC(C)(C)n1ncc2c(=O)n(CC(=O)N3CCCCCC3)cnc21	i	0.081	49
COc1ccc(-c2cc(CC(=O)Nc3ccc(F)c(F)c3F)no2)cc1OC	i	0.066	33
CS(=O)(=O)c1ccc(NC(=S)N2CCN(c3ccccc3)CC2)cc1	i	0.094	58
COc1ccc(Cl)cc1C(=O)N1CCCN(CCn2nc(C)cc2C)CC1	i	0.083	85
O=C(NCCn1ncc2c(N3CCN(Cc4ccccc4)CC3)ncnc21)c1cccc(Cl)c1	i	0.05	50
CC(C)c1ccc(NC(=O)CCN2C(=O)c3ccccc3S2(=O)=O)cc1	i	0.052	63
CCCc1cc(=O)n(CC(=O)Nc2ccccc2C#N)cn1	i	0.095	58
O=C(NCCc1ccccc1)C(=O)NCC1CCN(C(=O)Oc2ccccc2)CC1	i	0.097	50
Cc1ccc(CNC(=O)C(=O)Nc2c(C(N)=O)oc3ccccc23)cc1	i	0.093	57
Cc1cc(C)n(CC(=O)NCc2ccccc2)c(=O)c1-c1nc(-c2ccc3c(c2)OCO3)no1	i	0.11	54
COC(=O)C1=C(CS(=O)(=O)c2ccc(CC(C)C)cc2)NC(=O)NC1c1ccc(Cl)cc1 (configuration not stated)	i	0.1	62
Cc1cnc2c(c1N1CCN(C(=O)c3ccco3)CC1)c(=O)n(Cc1ccc(F)cc1)c(=O)n2C	i	0.056	70
COCC(C)Nc1nc(C)c([N+](=O)[O-])c(NCc2ccccc2)n1 (configuration not stated)	i	0.09	70
COc1ccc(C(CNC(=O)c2ccc([N+](=O)[O-])c(C)c2)N2CCOCC2)cc1 (configuration not stated)	i	0.036	54
CSc1ccccc1CN1CCC(CNC(=O)Cc2ccc(F)cc2)CC1	i	0.051	35
